Screening data from PubChem.
APOBEC3A inh: blocks human APOBEC3A ssDNA deamination; P31941; recombinant A3A, FAM/TAMRA ssDNA deamination fluorescence; inhibition, % at 20 µM; 330,000 compounds, 0.41% hits;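 active means at least 40% inhibition at 20 µM here, with at most 30% in a related deaminase screen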;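 further: plate controls were A3A with DMSO for no effect and wells lacking A3A enzyme for full effect; some results filed as inactive read as strong as hits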
hIAP inh: human IAP inhibition; purified IAP, CDP-Star luminescence, 30 min; AID 2544; P09923; 330,000 compounds, 0.12% hits; inhibition, % at 10 µM;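 active means inhibition reaching a set limit with compound at 10 µM in the primary screen, cut at about 35% in these data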;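 further: plate controls were DMSO wells with enzyme for no effect and no-enzyme buffer wells for full effect; values of inactives mirror those of a sister screen read the other way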
Target sequence (P09923 whole entry, looked up): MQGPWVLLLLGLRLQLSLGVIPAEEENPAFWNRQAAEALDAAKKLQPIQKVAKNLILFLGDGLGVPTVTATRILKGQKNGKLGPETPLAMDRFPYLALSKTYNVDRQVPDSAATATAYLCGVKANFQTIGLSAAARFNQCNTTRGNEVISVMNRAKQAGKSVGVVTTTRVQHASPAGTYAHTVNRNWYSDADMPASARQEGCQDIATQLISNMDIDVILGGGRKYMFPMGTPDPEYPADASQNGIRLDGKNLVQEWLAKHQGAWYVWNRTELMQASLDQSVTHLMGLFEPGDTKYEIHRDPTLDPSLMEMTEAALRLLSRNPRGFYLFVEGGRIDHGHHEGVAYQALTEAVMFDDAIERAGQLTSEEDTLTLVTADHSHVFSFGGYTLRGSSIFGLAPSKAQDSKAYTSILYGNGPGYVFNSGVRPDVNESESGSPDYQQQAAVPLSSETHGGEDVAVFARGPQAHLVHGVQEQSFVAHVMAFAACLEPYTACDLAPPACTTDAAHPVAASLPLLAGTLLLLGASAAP
beta cell repl: MIN6 beta-cell proliferation induction. MIN6 cells proliferation, ATPlite luminescence, 48 h; cells starved in 0.2% serum; 100% = growth in 10% serum. proliferation, % at 10 µM. 330,000 compounds, 0.29% hits. AID 2380;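 active means compounds whose signal lies at least 3.5 SD above the mean of all wells on their plate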;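 further: 0% = DMSO-treated cells in low-serum medium and 100% = 10% serum control; some compounds called inactive have numbers as strong as hits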
tim10-1 inh: inhibits growth of tim10-1 mutant yeast; inhibition, % at 20 µM; 330,000 compounds, 2.2% hits; S. cerevisiae tim10-1 ts strain growth, BacTiter-Glo, 24 h;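 active means inhibition of at least 40%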;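 further: mutant grown at 25 °C; 0% = DMSO wells with yeast and 100% = wells holding no yeast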
mIAP inh: blocks mouse intestinal alkaline phosphatase. purified mouse IAP, CDP-Star luminescence, 30 min. 330,000 compounds, 0.2% hits. inhibition, % at 10 µM. AID 2806;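 active means inhibition of at least 40% at 10 µM in the primary screen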;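 further: plate controls were DMSO with enzyme for no effect and no enzyme wells for full effect; values of inactives mirror those of a sister screen read the other way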
NALP3 yeast inh: blocks the NALP3 inflammasome reconstituted in yeast; 330,000 compounds, 0.39% hits; Yeast reconstituted NLRP3/ASC/caspase-1, beta-gal luminescence, 24 h; inhibition, % at 10 µM;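 active means inhibition of 50% or more; inactive means inhibition below 50%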;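 further: plate controls were induced DMSO wells for no effect and uninduced yeast grown without galactose for full effect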
mIAP act: mouse IAP activation; AID 2805; activation factor at 10 µM; 330,000 compounds, 0.24% hits; muIAP, CDP-Star luminescence, 30 min; hits give high values; 1 = vehicle-only enzyme signal, 0 = enzyme-free wells;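 active means activation factor of at least 2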; further: the source names both 10 and 20 µM as test concentration; values of inactives mirror those of a sister screen read the other way
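System: Mouse IAP enzyme | Also added: CDP-Star substrate | Dosing: Compounds dispensed in DMSO | Schedule: 30 min enzyme-substrate-compound incubation at room temperature | Technique: Chemiluminescence readout | Control set: DMSO-only wells and no-enzyme negative control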
APOBEC3G inh: inhibitors of human APOBEC3G DNA deaminase; Q9HC16; recombinant A3G, ssDNA deamination FAM/TAMRA fluorescence; inhibition, % at 20 µM; 330,000 compounds, 0.28% hits; AID 493012;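 active means inhibition of at least 40% at 20 µM, with no more than 30% in the related APOBEC3A deaminase screen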;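 further: plate controls were DMSO wells with A3G for no effect and wells lacking A3G enzyme for full effect; some compounds called inactive have numbers as strong as hits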
Target sequence (Q9HC16 whole entry, looked up): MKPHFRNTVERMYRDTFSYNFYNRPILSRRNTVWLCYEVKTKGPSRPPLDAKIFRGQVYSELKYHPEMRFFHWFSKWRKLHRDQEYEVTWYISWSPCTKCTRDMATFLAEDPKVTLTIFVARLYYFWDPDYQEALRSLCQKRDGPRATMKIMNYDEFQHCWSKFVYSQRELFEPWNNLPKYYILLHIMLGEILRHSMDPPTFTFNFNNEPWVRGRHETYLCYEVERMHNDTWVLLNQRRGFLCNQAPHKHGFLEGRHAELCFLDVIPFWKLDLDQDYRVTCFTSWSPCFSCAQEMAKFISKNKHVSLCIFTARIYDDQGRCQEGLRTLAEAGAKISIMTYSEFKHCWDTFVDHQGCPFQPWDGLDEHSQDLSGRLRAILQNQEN
TIM10 inh: TIM10 yeast growth inhibition; S. cerevisiae TIM10 strain growth, BacTiter-Glo luminescence, 24 h; inhibition, % at 10 µM; 330,000 compounds, 1.4% hits; AID 463195;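 active means inhibition of 40% or more at the single tested concentration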;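 further: wild-type TIM10 isogenic control strain grown at permissive 25 °C; 0% = DMSO yeast wells and 100% = minimal medium wells without yeast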
Starred values were filed as active, the others as inactive.

A first look (two entries):
SMILES | APOBEC3A inh | hIAP inh | beta cell repl | tim10-1 inh | mIAP inh | NALP3 yeast inh | mIAP act | APOBEC3G inh | TIM10 inh
CCCc1nn(C)c(C(N)=O)c1[N+](=O)[O-] | -3 | 7 | 1 | 4 | 3 | 16 | 0.97 | -6 | -12
COc1ccc(/C=C2/CCc3ccccc3C2=O)cc1OC | -3 | 14 | -4 | 17 | 11 | 21 | 0.89 | -11 | 21

The list itself, from the start:
SMILES | APOBEC3A inh | hIAP inh | beta cell repl | tim10-1 inh | mIAP inh | NALP3 yeast inh | mIAP act | APOBEC3G inh | TIM10 inh
CCCc1nn(C)c(C(N)=O)c1[N+](=O)[O-] | -3 | 7 | 1 | 4 | 3 | 16 | 0.97 | -6 | -12
COc1ccc(/C=C2/CCc3ccccc3C2=O)cc1OC | -3 | 14 | -4 | 17 | 11 | 21 | 0.89 | -11 | 21
COc1ccc(C(=O)Nc2ccc(-n3nncc3C(C)(C)C)cc2)cc1 | -2 | -10 | 1 | 44* | -8 | 13 | 1.1 | -7 | 53*
Fc1ccc(-c2ccc(NCCN3CCOCC3)nn2)cc1 | -2 | 4 | -2 | -1 | -2 | 16 | 1 | -8 | -12
Cc1cccc(OCC(O)CN2CCN(S(=O)(=O)c3ccc(C)cc3C)CC2)c1 (stereo not drawn) | -3 | -14 | -5 | 37 | -5 | 15 | 1.1 | -5 | 17
O=C(NC1CC2CCCC(C1)N2C(=O)Nc1ccccc1F)C1CC1 (stereo not drawn) | -4 | 19 | 0 | 2 | 7 | 6 | 0.93 | -8 | 11
CCC1C(C#N)=C(SCC(N)=O)NC2=C1C(=O)CC(C)(C)C2 (stereo not drawn) | -1 | 8 | 5 | 0 | 4 | 16 | 0.96 | -6 | 7
COc1ccc(-c2nn(-c3ccccc3)cc2/C=C/C(=O)N2CCN(c3ccccn3)CC2)cc1 | 0 | 10 | -2 | 19 | 12 | 11 | 0.88 | -8 | 32
CCCCC(=O)N/N=C/c1ccc(-c2ccc([N+](=O)[O-])cc2)o1 | 2 | 6 | 1 | 25 | 12 | 11 | 0.88 | -3 | -2
O=C(CNC(=O)c1ccc(F)cc1)N/N=C/c1cc(Br)ccc1OCc1ccccc1 | -3 | -2 | -6 | 30 | 0 | -1 | 0.99 | -7 | 14
Cc1cccc(N2CC(C(=O)Nc3ccc(S(=O)(=O)N4CCOCC4)cc3)CC2=O)c1 (stereo not drawn) | 3 | -18 | -3 | 1 | -4 | 6 | 1 | -3 | 8
COc1cc(OC)c(S(=O)(=O)Nc2ccccc2NC(=O)CN2CCOCC2)cc1NC(C)=O | -2 | -7 | -2 | 4 | 6 | 7 | 0.94 | -9 | 2
N#Cc1sc2nc(-c3ccccc3)cc(-c3ccco3)c2c1N | 16 | 4 | -2 | 35 | 48* | 27 | 0.52 | 8 | 39
CC1=C(C(=O)NC2CCCc3c2cnn3-c2ccc(F)cc2F)OCCO1 (stereo not drawn) | 0 | -31 | -2 | 27 | -1 | 9 | 1 | 9 | 22
O=C(NCc1ccccn1)c1cccc(NS(=O)(=O)c2cccc(Cl)c2)c1 | -5 | -3 | 1 | 14 | 11 | -13 | 0.89 | -8 | 4
CCCn1c(=O)[nH]c(=O)c2c1nc(-c1ccc(OC(F)F)cc1)n2CCN1CCOCC1 | 5 | 2 | 0 | -5 | -12 | 12 | 1.1 | 4 | 0
CCOC(=O)C1(Cc2cccc(Cl)c2)CCCN(C(=O)CCNC(C)=O)C1 (stereo not drawn) | 6 | -26 | -3 | 0 | -3 | 4 | 1 | -4 | 2
CCCSc1nnc(NC(=O)CCc2ccccc2)s1 | 1 | 2 | -3 | 34 | -3 | 8 | 1 | -3 | 5
COC(=O)Oc1ccc(/C=N/NS(=O)(=O)c2ccccc2)cc1OC | -6 | -5 | -2 | -3 | -5 | -3 | 1.1 | -4 | 38
CN(C)S(=O)(=O)c1cccc(C(=O)NCCNC(=O)c2cccc(S(=O)(=O)N(C)C)c2)c1 | 4 | 1 | -4 | 16 | -3 | 4 | 1 | -6 | 8
CN(C)C(=O)c1cc(C(=O)c2ccccc2Br)c[nH]1 | -1 | 0 | -3 | 2 | 2 | 7 | 0.98 | -1 | -2
COc1cc(/C=C2\SC(=Nc3ccc(O)cc3)NC2=O)cc(OC)c1O | 0 | -2 | -3 | -36 | 13 | 9 | 0.87 | 1 | -42
O=C(COc1ccc(Cl)cc1)Nc1cc(NC(=O)COc2ccc(Cl)cc2)cc(C(=O)O)c1 | -5 | 16 | 1 | -4 | 5 | -1 | 0.95 | -8 | 5
COC(=O)c1c(NC(=O)COC(=O)[C@@H](NS(=O)(=O)c2cccc(Cl)c2)C(C)C)sc2c1CCC2 | -3 | 5 | -4 | 10 | 6 | 2 | 0.94 | -5 | 24
Cc1cccc(NC(=O)NCC2CCN(c3ccc(S(=O)(=O)N4CCOCC4)cc3)CC2)c1 | -1 | -108 | 2 | 3 | -251 | 0 | 3.5* | -6 | 13
CS(=O)(=O)Nc1ccc(C2=NN(C(=O)c3ccco3)C(c3ccccc3F)C2)cc1 (stereo not drawn) | -1 | 3 | -3 | 15 | 3 | 22 | 0.97 | -8 | 14
COc1ccc(OC)c(Cc2nnc(CCC(=O)N3CCN(C4CCCC4)CC3)o2)c1 | -4 | -20 | 1 | 16 | 2 | 16 | 0.98 | -7 | 2
CC1CC(C)CN(S(=O)(=O)c2cc(C(=O)O)c(Cl)s2)C1 (stereo not drawn) | -1 | 2 | 0 | 11 | -4 | 9 | 1 | -3 | -13
O=S(=O)(NCC1COc2ccccc2O1)c1ccc2ccccc2c1 (stereo not drawn) | 2 | 5 | 2 | 22 | 2 | -6 | 0.98 | -1 | 6
CN(C)c1ccc(/C=N/NC(=O)Cn2nnc3ccccc32)cc1 | -6 | -7 | -3 | 15 | -9 | 7 | 1.1 | -10 | 14
CCc1ccc(Oc2coc3cc(OC(=O)c4cc5ccccc5oc4=O)ccc3c2=O)cc1 | -2 | 24 | -3 | 10 | 2 | 9 | 0.98 | -6 | 15
O=c1c2c3c(sc2nc2n1CCCC2)CCCC3 | -1 | 6 | -3 | 28 | 9 | 14 | 0.91 | -2 | 21
CC(=O)NC(CCS(C)(=O)=O)C(=O)Nc1ccc(F)cc1Cl (stereo not drawn) | 2 | -2 | 0 | 1 | -2 | 17 | 1 | -3 | -7
CCC(C)Nc1c([N+](=O)[O-])cc(C)cc1[N+](=O)[O-] (stereo not drawn) | 1 | 2 | -2 | -1 | 16 | -7 | 0.84 | -6 | -14
CC1Cc2ccccc2N1C(=O)CSc1nnc(Cn2nnc3ccccc32)n1C (stereo not drawn) | -5 | -22 | -3 | 8 | -4 | -2 | 1 | -5 | 7
Cc1ccc(C(C)C)c(OCc2nnc(SCC(=O)Nc3ncc(C)s3)n2C)c1 | 1 | -9 | -2 | -5 | -2 | 12 | 1 | -1 | -1
CC1=C(C(N)=O)C(c2ccccn2)n2nc(SCc3ccccc3)nc2N1 (stereo not drawn) | 4 | 5 | -1 | 4 | 0 | 6 | 1 | -1 | 8
CCOC(=O)C1CCN(c2c(C(=O)c3ccccc3)cnc3ccc(CC)cc23)CC1 | -1 | 13 | -7 | 21 | 10 | 11 | 0.9 | -3 | 14
COc1ccc(N2CCN(C(=O)c3cc(=O)c4cc(C)ccc4o3)CC2)cc1 | -1 | 13 | -2 | 15 | -2 | 11 | 1 | -6 | 16
CN1CCN(C(=O)c2cc(C(C)(C)C)cc(C(C)(C)C)c2)CC1 | -3 | 5 | 1 | 19 | 8 | 3 | 0.93 | -7 | 4

Two compounds drawn at random from the list so far:
SMILES | APOBEC3A inh | hIAP inh | beta cell repl | tim10-1 inh | mIAP inh | NALP3 yeast inh | mIAP act | APOBEC3G inh | TIM10 inh
CC1=C(C(N)=O)C(c2ccccn2)n2nc(SCc3ccccc3)nc2N1 (stereo not drawn) | 4 | 5 | -1 | 4 | 0 | 6 | 1 | -1 | 8
CN1CCN(C(=O)c2cc(C(C)(C)C)cc(C(C)(C)C)c2)CC1 | -3 | 5 | 1 | 19 | 8 | 3 | 0.93 | -7 | 4

Entries of single compounds from above.
CCc1ccc(Oc2coc3cc(OC(=O)c4cc5ccccc5oc4=O)ccc3c2=O)cc1 in the list: APOBEC3A inh: -2; hIAP inh: 24; beta cell repl: -3; tim10-1 inh: 10; mIAP inh: 2; NALP3 yeast inh: 9; mIAP act: 0.98; APOBEC3G inh: -6; TIM10 inh: 15
Cc1cccc(NC(=O)NCC2CCN(c3ccc(S(=O)(=O)N4CCOCC4)cc3)CC2)c1 in the list: APOBEC3A inh: -1; hIAP inh: -108; beta cell repl: 2; tim10-1 inh: 3; mIAP inh: -251; NALP3 yeast inh: 0; mIAP act: 3.5*; APOBEC3G inh: -6; TIM10 inh: 13
CC1CC(C)CN(S(=O)(=O)c2cc(C(=O)O)c(Cl)s2)C1 (stereo not drawn) in the list: APOBEC3A inh: -1; hIAP inh: 2; beta cell repl: 0; tim10-1 inh: 11; mIAP inh: -4; NALP3 yeast inh: 9; mIAP act: 1; APOBEC3G inh: -3; TIM10 inh: -13

Other entries follow.
SMILES | APOBEC3A inh | hIAP inh | beta cell repl | tim10-1 inh | mIAP inh | NALP3 yeast inh | mIAP act | APOBEC3G inh | TIM10 inh
Cc1[nH]n(-c2ccccc2)c(=O)c1C(c1cccc([N+](=O)[O-])c1O)c1c(C)[nH]n(-c2ccccc2)c1=O | -1 | 0 | -3 | 42* | 10 | 17 | 0.9 | -2 | 7
O=C(CSc1nc2ccccc2s1)Nn1cnnc1 | -1 | 11 | 2 | -1 | -5 | -12 | 1 | -4 | -13
CCOc1ccccc1C(=O)Nc1nncs1 | 0 | 4 | -4 | 7 | 11 | 5 | 0.89 | -1 | -1
N/C(=N\OC(=O)CN1C(=O)c2ccccc2C1=O)c1ccc(Cl)cc1 | -1 | -4 | 1 | 18 | -2 | 9 | 1 | -8 | 16
CCn1c(SCC(=O)NC(C)(C)C)nnc1-c1ccoc1C | 0 | -3 | 3 | -2 | 1 | 9 | 0.99 | -5 | 8
O=C(COc1cccc2cccnc12)N/N=C/c1ccc(O)cc1 | 2 | 1 | -2 | 11 | -1 | 9 | 1 | -2 | 11
Cc1cc(SCC(=O)NCCN2C(=O)CSC2=O)nc2c(C)cccc12 | 4 | 1 | 0 | 14 | 3 | 2 | 0.97 | 2 | 1
CC(=O)NC(CC(=O)Nc1ccc(S(=O)(=O)N2CCCCC2)cc1)c1ccccc1 (stereo not drawn) | -1 | -24 | 1 | 14 | -14 | -4 | 1.1 | -4 | 14
COc1ccc(CN(C)C(=O)c2ccc(NC(=O)CC3SC(N4CCCC4)=NC3=O)cc2)c(OC)c1 (stereo not drawn) | 1 | 0 | 0 | -4 | 5 | 9 | 0.95 | -3 | 7
Cc1cc(-n2c(C)cc(C(=O)COc3cc(F)ccc3[N+](=O)[O-])c2C)no1 | 10 | 11 | -8 | -11 | 8 | 13 | 0.92 | -4 | 3
